Assay outcomes as filed in PubChem BioAssay.
TDP2 inh – TDP2 (human) inhibition, absorbance primary screen | O95551 | recombinant TDP2, T5PNP hydrolysis, p-nitrophenol absorbance 415 nm | inhibition, % at 12.8 µM | 370,000 compounds, 0.34% hits;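 active means inhibition above the mean of all tested compounds plus 3 SD, set per campaign, cut at about 25% in these data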;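 further: 0% = DMSO with enzyme and 100% = buffer with substrate but no TDP2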
Target sequence (O95551 whole entry, looked up): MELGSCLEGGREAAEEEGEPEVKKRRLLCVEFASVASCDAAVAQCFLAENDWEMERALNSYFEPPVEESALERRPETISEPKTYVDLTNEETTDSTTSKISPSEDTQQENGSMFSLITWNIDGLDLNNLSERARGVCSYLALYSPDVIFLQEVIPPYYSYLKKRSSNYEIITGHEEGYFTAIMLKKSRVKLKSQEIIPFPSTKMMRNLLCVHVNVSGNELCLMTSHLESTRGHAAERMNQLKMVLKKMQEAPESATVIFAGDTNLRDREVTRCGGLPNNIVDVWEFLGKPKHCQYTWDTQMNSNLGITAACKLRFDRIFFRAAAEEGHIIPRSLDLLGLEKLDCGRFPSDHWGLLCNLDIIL
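Assay system: Recombinant human TDP2 | Quantity: 120 nM TDP2 per well | Incubation: 2 h at 37 °C | Signal: Epi absorbance | Evaluation: Percent inhibition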
mABHD4 FP – inhibitors of mouse ABHD4 | Q8VD66 | purified mABHD4, FP-Rh probe fluorescence polarization | inhibition, % at 8.92 µM | 370,000 compounds, 0.54% hits;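 active means inhibition exceeding the mean over every tested compound plus 3 SD, cut at about 30% in these data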;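 further: 0% = plate median of compound wells and 100% = S159A mutant with DMSO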
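Test system: mABHD4 protein; Read-out basis: % inhibition; Incubation: 45 min + 60 min at 25 °C; Repeats: single replicate; Technique: fluorescence polarization with parallel and perpendicular emission, 525/598 nm; Compound: 8.92 µM, single dose; Benchmarks: full inhibition S159A mutant plus DMSO, zero as sample-well median.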
LEDGF integ inh – blocks HIV-1 LEDGF/p75-dependent DNA integration | AID 743269 | 370,000 compounds, 0.64% hits | TR-FRET IN-LEDGF/p75 DNA integration, Eu/Cy5 | inhibition, % at 3.7 µM;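 active means inhibition above the screen-wide mean plus 3 SD, cut at about 13% in these data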;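 further: signal is the Cy5 over europium emission ratio at 671 and 618 nm; 0% = plate median of compound wells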
HTRA1 inhibitor – blocks human HTRA1 serine peptidase; Q92743; recombinant HTRA1, FP-rhodamine activity-based probe, fluorescence polarization; inhibition, % at 5.96 µM; 340,000 compounds, 0.5% hits; in the data active means inhibition above about 36%;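 further: 0% = enzyme with DMSO and 100% = wells lacking enzyme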
PRMT1 inh – PRMT1 (human) inhibition, primary screen; AID 652257; Q99873; 370,000 compounds, 1.3% hits; inhibition, % at 2.79 µM; recombinant PRMT1, activity-based probe fluorescence polarization;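 active means inhibition above about 21% made by adding two undisclosed values, limit read from the data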
PG9 Ab binder – small molecules binding HIV-1 gp120 antibody PG9 | inhibition, % at 6.7 µM | TR-FRET gp120-PG9 antibody binding | AID 624416 | 360,000 compounds, 0.43% hits; in the data active means inhibition above about 8.5%
TCR CD3 inh – inhibitors of human TCR-CD3 interaction. TAMRA-labeled TCR probe fluorescence, biochemical. 360,000 compounds, 0.37% hits. inhibition, % at 9.4 µM; in the data active means inhibition above about 19%;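 further: recombinant mutant TCR 2C K166C tagged with TAMRA read by polarization; 0% = receptor in buffer alone and 100% = receptor with positive control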
SIAE inh – blocks human sialic acid acetylesterase. Q9HAT2. inhibition, % at 9.66 µM. AID 1053197. 370,000 compounds, 0.69% hits. SIAE FP-Rh probe binding, fluorescence polarization;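 active means inhibition above a cutoff: mean of compounds within the control limits plus 3 SD of those, cut at about 17% in these data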;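 further: 0% = plate median of compound wells and 100% = probe without SIAE protein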
rCAG binder – molecules binding r(CAG) RNA repeats | r(CAG) RNA repeat, TO-PRO-1 dye displacement fluorescence | inhibition, % at 3 µM | 370,000 compounds, 1.3% hits | AID 651821;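 active means inhibition above the plate cutoff, the mean of all test compounds on that plate plus 3 SD, cut at about 35% in these data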;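 further: 0% = DMSO alone and 100% = 100 µM mitoxantrone as full dye displacement; higher means more dye released from RNA so lower well fluorescence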
NR1D1 modulator – modulates human Rev-erb alpha binding to DNA; activity, % at 10 µM; Rev-erbα–FITC-DNA binding, fluorescence polarization, 90 min; AID 1259318; 370,000 compounds, 0.79% hits; P20393;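 active means activity above about 14%, limit read from the data; passing the limit was not always enough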;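 further: 0% = DMSO wells with 35 nM protein and 100% = DMSO wells with 750 nM protein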
Target sequence (P20393 whole entry, looked up): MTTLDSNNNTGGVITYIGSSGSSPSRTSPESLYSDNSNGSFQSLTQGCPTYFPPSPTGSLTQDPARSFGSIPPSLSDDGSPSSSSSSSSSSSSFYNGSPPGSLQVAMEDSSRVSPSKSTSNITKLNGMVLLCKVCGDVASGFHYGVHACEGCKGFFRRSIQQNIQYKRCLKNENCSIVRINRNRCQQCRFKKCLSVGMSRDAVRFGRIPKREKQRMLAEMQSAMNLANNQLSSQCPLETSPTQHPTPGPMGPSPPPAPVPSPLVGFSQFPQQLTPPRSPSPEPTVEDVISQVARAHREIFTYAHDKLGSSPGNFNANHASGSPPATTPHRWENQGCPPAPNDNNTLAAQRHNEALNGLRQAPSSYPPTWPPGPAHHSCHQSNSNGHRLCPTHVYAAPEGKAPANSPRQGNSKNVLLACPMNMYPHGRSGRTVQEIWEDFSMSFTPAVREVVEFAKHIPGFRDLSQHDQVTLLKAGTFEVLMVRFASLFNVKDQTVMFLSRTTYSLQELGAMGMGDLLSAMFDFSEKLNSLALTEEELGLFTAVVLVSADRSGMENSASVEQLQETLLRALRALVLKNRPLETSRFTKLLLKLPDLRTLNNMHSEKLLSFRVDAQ
* = called active by the depositor; / = not tested or not shown. These rows are one share of the data; count on the stated rates, not on these rows.

A first look, twelve compounds:
Fields: NR1D1 modulator	rCAG binder	HTRA1 inhibitor	mABHD4 FP	TDP2 inh	PRMT1 inh	LEDGF integ inh	TCR CD3 inh	PG9 Ab binder	SIAE inh
> CCOC(=O)Cc1csc(NC(=O)Nc2cccc(OC)c2)n1
  1	26	-4	0	6	0	-3	3	-3.0	0
> COc1ccc2c(C)cc(SCn3nnc4ccccc4c3=O)nc2c1
  -1	-4	-2	1	2	5	-9	-2	0.2	-2
> O=C(Nc1ccccc1)c1ccccc1OCc1cccc([N+](=O)[O-])c1
  1	6	-15	-8	-6	5	-3	-18	-0.6	-8
> CCO[C@@H]1OC(C(=O)N2CCOCC2)=C[C@H](C)[C@H]1CCCO
  -7	0	-3	1	9	-2	1	5	0.2	5
> CC(C)NC(=O)C1(C)CCN1C(=O)c1cccc(F)c1 (configuration not stated)
  -4	1	/	7	9	2	0	-3	-0.6	8
> O=C(Nc1ccnn1C1CCN(C(=O)c2ccc(Cl)cc2)CC1)C1CC1
  1	0	1	3	12	-2	1	1	-1.6	7
> COC(=O)c1sc(NC(=O)/C=C/c2ccccc2Cl)nc1C
  -12	5	12	22	-7	3	-8	-6	-1.6	-10
> OC(COc1ccc(CN2CCSCC2)cc1)CN1CCCCC1 (configuration not stated)
  1	-1	2	-9	-27	-6	7	0	0.2	-1
> CC(CNC(=O)CCn1c(=O)c2cccn2c2ccc(F)cc21)c1ccccc1 (configuration not stated)
  -4	-4	-5	-6	1	0	-4	-4	-0.1	-2
> Fc1ccc(OCc2nnc(SCCN3CCOCC3)o2)cc1
  0	16	-4	10	-1	-1	1	5	0.3	-7
> COc1ccc(N2C(=O)c3cc4ccccc4cc3C2=O)cc1
  11	2	4	2	8	-1	-1	2	-1.2	-5
> Cc1cc(C)[n+](Cc2ccccc2)cc1C(N)=O
  1	-2	2	1	-9	-4	-2	1	0.9	-3

The list itself, from the start:
Fields: NR1D1 modulator	rCAG binder	HTRA1 inhibitor	mABHD4 FP	TDP2 inh	PRMT1 inh	LEDGF integ inh	TCR CD3 inh	PG9 Ab binder	SIAE inh
> CCOC(=O)Cc1csc(NC(=O)Nc2cccc(OC)c2)n1
  1	26	-4	0	6	0	-3	3	-3.0	0
> COc1ccc2c(C)cc(SCn3nnc4ccccc4c3=O)nc2c1
  -1	-4	-2	1	2	5	-9	-2	0.2	-2
> O=C(Nc1ccccc1)c1ccccc1OCc1cccc([N+](=O)[O-])c1
  1	6	-15	-8	-6	5	-3	-18	-0.6	-8
> CCO[C@@H]1OC(C(=O)N2CCOCC2)=C[C@H](C)[C@H]1CCCO
  -7	0	-3	1	9	-2	1	5	0.2	5
> CC(C)NC(=O)C1(C)CCN1C(=O)c1cccc(F)c1 (configuration not stated)
  -4	1	/	7	9	2	0	-3	-0.6	8
> O=C(Nc1ccnn1C1CCN(C(=O)c2ccc(Cl)cc2)CC1)C1CC1
  1	0	1	3	12	-2	1	1	-1.6	7
> COC(=O)c1sc(NC(=O)/C=C/c2ccccc2Cl)nc1C
  -12	5	12	22	-7	3	-8	-6	-1.6	-10
> OC(COc1ccc(CN2CCSCC2)cc1)CN1CCCCC1 (configuration not stated)
  1	-1	2	-9	-27	-6	7	0	0.2	-1
> CC(CNC(=O)CCn1c(=O)c2cccn2c2ccc(F)cc21)c1ccccc1 (configuration not stated)
  -4	-4	-5	-6	1	0	-4	-4	-0.1	-2
> Fc1ccc(OCc2nnc(SCCN3CCOCC3)o2)cc1
  0	16	-4	10	-1	-1	1	5	0.3	-7
> COc1ccc(N2C(=O)c3cc4ccccc4cc3C2=O)cc1
  11	2	4	2	8	-1	-1	2	-1.2	-5
> Cc1cc(C)[n+](Cc2ccccc2)cc1C(N)=O
  1	-2	2	1	-9	-4	-2	1	0.9	-3
> Cc1cc(C)c2c(=O)[nH]c(SCc3ccccc3C)nc2n1
  1	-2	-10	-6	-2	-1	1	5	-3.7	-2
> CCC(=O)OCc1cc(=O)oc2ccc3ccccc3c12
  5	4	0	-1	2	3	-5	-5	-0.6	1
> C=CCn1c(SCC(=O)NCC(c2ccccc2)N(C)C)nnc1C1CCCCC1 (configuration not stated)
  -1	-3	4	9	-5	-4	3	3	-2.2	-4
> CN(C)c1cccc(NC(=O)C2Cc3c(-c4cccnc4)ccnc3O2)c1 (configuration not stated)
  -5	0	/	-4	7	3	-7	-6	-2.3	5
> CCCCOC(=O)/C=C/c1c(C)[nH]c(=O)[nH]c1=O
  -1	-1	0	-3	0	0	1	4	-3.5	1
> CCC1Nc2ncnc(N3CCN(c4ccccn4)CC3)c2N(Cc2ccc(Br)cc2)C1=O (configuration not stated)
  -6	-2	-13	2	7	0	0	4	-1.5	-2
> CCOC(=O)c1c2ccc(OCC(=O)N/N=C/c3ccc(Cl)cc3)cc2n2ccccc12
  4	8	/	6	8	11	14*	-2	0.8	-3
> CCOc1ccc(-n2cc(C(=O)NCc3ccco3)c3cc(OC)c(OC)cc3c2=O)cc1
  3	2	-6	-5	-7	3	1	-9	2.1	-5
> COCCn1c(=S)[nH]c2cc(C(=O)N3CCN(c4cccc(Cl)c4)CC3)ccc2c1=O
  0	2	-7	4	-6	5	-4	-2	-3.4	0
> O=C(C(=O)N1CCC(CNS(=O)(=O)c2ccccc2)CC1)c1cc2ccccc2o1
  -6	3	/	2	6	8	-3	-7	-0.9	1
> C[C@H]1CN([C@@H](C)CO)C(=O)CCCn2nncc2CO[C@@H]1CN(C)Cc1ccc(Oc2ccccc2)cc1
  -6	2	-3	3	0	1	-1	-8	2.1	5
> Fc1ccc2nc(C(F)(F)F)cc(N3CCOCC3)c2c1
  -3	-3	2	6	0	2	1	10	-1.2	5
> CCC(=O)Nc1ccc2c(c1)OC[C@@H](C)N(Cc1cccc(F)c1)C[C@@H](C)[C@@H](OC)CN(C)C2=O
  -2	4	/	1	-5	0	-2	3	-0.1	-3
> CCOc1ncccc1C(=O)NCc1ccc(OC)c(OC)c1
  1	-3	4	-2	-10	-1	1	10	-3.4	7
> CC1(C)CC(=O)C2=C(C1)Nc1ccccc1NC2c1ccc(F)cc1 (configuration not stated)
  -2	-5	6	-3	8	-1	-1	6	-2.4	2
> O=C(CCNC(=O)c1ccccc1Cl)NCCc1ccc(Cl)cc1
  1	-1	2	-5	6	2	-1	-7	-1.5	3
> O=C(O)c1cccc(N2C(=O)C3CC=CCC3C2=O)c1 (configuration not stated)
  -1	-5	4	-4	-2	2	0	-4	-0.2	-1
> Cc1cc2ncn(/N=C/c3ccc([N+](=O)[O-])o3)c2cc1C
  0	4	6	4	9	0	-3	4	0.1	2
> Oc1c(CNc2ccccc2)cc(COCc2ccccc2)c2cccnc12
  -1	8	49*	8	-2	-3	-4	-4	-0.9	19*
> CCCCCC(=O)N[C@@H](c1ccccc1)[C@@H](O)C(=O)O[C@H]1C[C@@]2(O)[C@@H](OC(=O)c3ccccc3)C3[C@](C)(C(=O)[C@H](OC(C)=O)C(=C1C)C2(C)C)[C@@H](O)C[C@H]1OC[C@@]31OC(C)=O (some centres not stated)
  -2	4	-19	5	-5	4	-3	-2	-2.1	-4
> CCN(CC)c1ccc(C(=O)c2ccccc2C(=O)O)c(O)c1
  -1	6	15	28	2	2	0	40*	0.8	11
> CCN(CC)C(=O)COc1ccc(Br)cc1Cl
  4	-4	12	7	-9	0	2	0	-0.2	-2
> CCOC(=O)C1=C(COC(=O)C2CC(=O)N(c3ccccc3CC)C2)NC(=O)NC1C (configuration not stated)
  -3	1	5	-4	8	3	2	5	-1.2	4
> Cc1ccc2c(c1)C(c1ccc(F)cc1)N(C(=O)c1ccccc1Br)CC(=O)N2 (configuration not stated)
  1	-2	-15	-12	-14	8	-4	-6	1.6	-6
> COc1ccc(OC)c(CN2CCCCCC2)c1
  2	0	5	12	19	-1	-2	-8	0.9	9
> CCC(c1nnc(SCC(=O)NCC2CCCO2)n1Cc1ccccc1)N(C)C (configuration not stated)
  -2	-7	4	1	-3	-1	1	-7	1.1	2
> O=C1COc2ccc(C(=O)COC(=O)CCCOc3ccccc3)cc2N1
  -4	1	-2	4	-1	2	0	4	2.4	-1
> CC(=O)Nc1ccc(C(=O)OCC(=O)Nc2ccccc2F)cc1
  -2	-2	-5	-5	-17	-7	0	3	1.1	5
> CCOC(=O)c1c(C)[nH]c(C2=NNC(=Nc3ccccc3OC)SC2)c1C
  3	16	8	14	-4	4	-2	-9	-0.5	10
> COc1ccc(CCC(=O)Nc2ccc(S(=O)(=O)N3CCCC3)cc2)cc1OC
  8	4	-2	-7	-6	0	0	-10	0.2	4
> CC(=O)N1C[C@H]2CON(C)[C@H]2C[C@H]1c1ccccc1
  -8	1	/	-8	-9	7	-4	-8	-3.3	-3
> CCCc1ccc2oc(C(=O)NCCCN3CCOCC3)c(C)c2c1
  1	-9	0	8	10	-3	0	-1	-2.4	-1
> COC(=O)c1cn(CC(=O)NCc2cccs2)c2ccccc12
  4	6	-4	0	-17	2	-2	-6	4.0	-4
> O=C(Cn1ccc(C(F)(F)F)n1)Nc1cccc(S(=O)(=O)N2CCCCC2)c1
  -3	0	-3	-6	0	-4	-2	6	1.2	-3
> CCOC(=O)C(NC(=O)NCc1ccccc1OC)(OCC)C(F)(F)F (configuration not stated)
  1	-2	11	0	3	-5	3	9	-1.4	-2
> Cc1cc(Cl)ccc1OCCCC(=O)OCC(=O)c1c(N)n(C)c(=O)n(C)c1=O
  2	-1	-1	-2	2	1	1	6	-0.1	-6
> CCS(=O)(=O)c1ccc(O)c(NC(=O)CC2(CC(=O)O)CCCC2)c1
  3	-1	10	2	-9	-6	0	3	-2.3	7
> CC(C)CC(=O)NC(NC(=S)Nc1sc2c(c1C#N)CCCC2)C(Cl)(Cl)Cl (configuration not stated)
  -1	10	3	-8	1	3	-4	1	-1.4	-2
> CCn1c(=N)n(CCO)c2ccccc21
  1	4	-4	-2	7	0	1	2	0.5	-3
> Cc1ccc(-n2ncc3c2CCCC3NC(=O)CCc2cnccn2)cc1C (configuration not stated)
  3	-8	2	7	4	0	-1	2	-0.9	0
> CCN(CC(=O)Nc1ccccc1C(F)(F)F)C(=O)c1cc(-c2ccccc2)nn1-c1ccccc1
  0	-7	-26	-5	2	0	-3	1	2.2	7
